Assay outcomes deposited in PubChem BioAssay by Emory University Molecular Libraries Screening Center.
14-3-3g Raf: modulators of human 14-3-3 gamma - Raf peptide interaction. P61981. FP, 14-3-3gamma / TMR-pS259-Raf peptide binding. inhibition, % at 40 µM. hit rate 0.19% among 160,000. AID 422; in the data active = inhibition above about 30%;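 also: 0% = protein plus tracer without compound and 100% = blank with tracer alone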
Target sequence (P61981 whole entry, looked up): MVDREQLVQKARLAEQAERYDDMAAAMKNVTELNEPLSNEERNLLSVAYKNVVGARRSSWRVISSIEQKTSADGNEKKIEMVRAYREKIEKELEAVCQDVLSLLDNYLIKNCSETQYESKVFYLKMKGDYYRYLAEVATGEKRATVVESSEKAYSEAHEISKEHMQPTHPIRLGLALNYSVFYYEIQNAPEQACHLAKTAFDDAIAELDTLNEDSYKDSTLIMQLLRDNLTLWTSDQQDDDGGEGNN
* marks the source's active call; other numbers are inactive results; & = joins results of further samples.

no.	SMILES	14-3-3g Raf
1	CC1C(=O)CC(c2ccc(Br)cc2)NC1c1ccc(Br)cc1 (stereo not drawn)	-2
2	CCOC(=O)Cn1cnc2c(C#N)c3n(c2c1=O)CCCCC3	-7
3	CCOC(=O)C1CCN(C(=O)CN(Cc2ccccc2)S(C)(=O)=O)CC1	-8
4	CC(C)(C)c1ccc(C(=O)CC2(O)C(=O)N(Cc3ccc(Cl)cc3)c3ccccc32)cc1 (stereo not drawn)	15
5	c1ccc(Cn2c(SCc3cn4cccnc4n3)nnc2-c2ccco2)cc1	-2
6	COc1ccc(S(=O)(=O)N(CC(=O)NC(C)C)c2ccc(C)cc2)cc1	1
7	O=C(c1ccc(SCc2cccnc2)c([N+](=O)[O-])c1)N1CCCCC1	-1
8	CN(Cc1ccccc1)C1CC(=O)N(c2ccc(C(=O)O)cc2)C1=O (stereo not drawn)	5
9	CCCCOc1ccccc1C(=O)NCCCCCC(=O)O	3
10	O=C(CN(C(=O)CCC(=O)Nc1nccs1)c1cccc(F)c1)NCC1CCCO1 (stereo not drawn)	2
11	Cc1ccc(-n2nc3ccc(NC(=O)c4ccc5ccccc5c4)cc3n2)cc1C	-7
12	CCCCN(CC)C(=O)c1sc2ncnc(N3CCN(c4ccc(OC)cc4)CC3)c2c1C	-13
13	Cc1cc(NC(=O)CN2CCCCCCC2)no1	8
14	Cc1c(Cc2ccccc2)c(NCCCO)n2c(nc3ccccc32)c1C#N	-13
15	CCOc1cc2[nH]c(=O)n(Cc3ccc(C(=O)NC4CCCCC4)cc3)c(=O)c2cc1OCC	-2
16	COc1ccc2nc(N3CCC(C(=O)NCc4cccnc4)CC3)sc2c1	-9
17	CCCn1c(SCC(=O)Nc2nccs2)nnc1-c1cccnc1	-6
18	Cn1ccnc1SCC(=O)Nc1sccc1C#N	-26
19	Cc1ccc(OCCSc2nc3ccccc3n2CCO)c(C(C)C)c1	4
20	O=C(NC1CCS(=O)(=O)C1)c1ccc(-c2ccc(Br)cc2)o1 (stereo not drawn)	0
21	CCN(CC)CC(=O)N1CCCc2c1c(=O)oc1ccc(OC(C)=O)cc21	1
22	CC1(C)Oc2ccc(Cl)cc2C2CC(c3ccc(F)cc3)=NN21 (stereo not drawn)	-115
23	Cc1ccc(S(=O)(=O)N2CCSC2c2cccc([N+](=O)[O-])c2)c(C)c1 (stereo not drawn)	14
24	Cc1ccccc1Nc1c(-c2ccco2)nc2c(C)cccn12	-8
25	S=c1[nH]nc(-c2ccncc2)n1Cc1ccccc1	5
26	FC(F)(F)c1cnc(-n2cccc2)c(Cl)c1	-14
27	O=C(O)C1C2C=CC(C2)C1C(=O)NCc1ccc2c(c1)OCO2 (stereo not drawn)	6
28	Cc1nc(P(=O)(c2ccccc2)c2ccccc2)c(NCc2ccccc2)o1	-4
29	NC1=NC(=Nc2ccccc2)c2ccccc21	1
30	O=C(CCCOc1ccc(Cl)cc1)N1CCCCCC1	-9
31	COc1nc(NCCC2=CCCCC2)nc(OC)n1	3
32	O=C(c1ccccc1Cl)N1N=C(c2ccccc2)CC1(O)C(F)(F)F (stereo not drawn)	-8
33	O=C(CCSc1ccccc1)Nc1cccc(-c2nc3ccccc3s2)c1	0
34	Fc1ccc(Cn2nnnc2C(c2cccs2)N2CCCCCC2)cc1 (stereo not drawn)	-6
35	CCCCNC(=O)CCS(=O)(=O)Cc1ccccc1C	-4
36	CSc1nc2ccccc2c(=O)n1Cc1cccs1	-10
37	COc1ccc(N2CCN(C(=O)CCCOc3cc(=O)n(C)c4ccccc34)CC2)cc1	-2
38	O=C(CCCCCn1c(=S)[nH]c2ccccc2c1=O)NCc1ccc2c(c1)OCO2	-7
39	COc1ccccc1NC(=O)C1=C(C)Nc2nc(SCc3ccccc3F)nn2C1c1cccs1 (stereo not drawn)	-2
40	CC(=O)Oc1ccc(N(C(C)=O)S(=O)(=O)c2cccs2)cc1	4&-8
41	O=C1CC(NCc2ccc3c(c2)OCO3)C(=O)N1c1ccc(OC(F)(F)F)cc1 (stereo not drawn)	-7
42	CCOc1cccc2c1OC1(C)C(C(=O)N(C)C)C2NC(=S)N1c1cccc(OC)c1 (stereo not drawn)	-5
43	COc1ccc(-n2c(=S)[nH]c3cc(C(=O)Nc4ccc(OC)c(Cl)c4)ccc3c2=O)c(OC)c1	-27
44	Clc1ccc2nc(CN3CCCCC3)cn2c1	0
45	CC1CCN(S(=O)(=O)c2ccc3[nH]c(=O)cc(C(=O)NCCC4=CCCCC4)c3c2)CC1	-16
46	Cc1ccc(C(=O)Nc2ccc3c(c2)ncn3-c2ccccc2)cc1	-13
47	CN(Cc1nc(-c2cccnc2)no1)S(=O)(=O)c1ccc(Br)cc1	0
48	CCOc1ccc2cc(S(=O)(=O)N3CCN(C)CC3)ccc2c1	2

Compounds 26 through 27 of the list above:
no.	SMILES	14-3-3g Raf
26	FC(F)(F)c1cnc(-n2cccc2)c(Cl)c1	-14
27	O=C(O)C1C2C=CC(C2)C1C(=O)NCc1ccc2c(c1)OCO2 (stereo not drawn)	6

More records follow:
no.	SMILES	14-3-3g Raf
49	CC1(c2ccc(Cl)cc2)CC(C)(C)N(C(=O)CN2C(=O)c3cccc([N+](=O)[O-])c3C2=O)c2ccccc21 (stereo not drawn)	-6
50	COc1ccc(CNC(=O)c2c(O)c3ccccc3n(C)c2=O)cc1OC	-8&-9
51	O=C(CN1C(=O)C2CCc3[nH]c4ccccc4c3C2C1=O)N1CCCC1 (stereo not drawn)	-3
52	COc1ccc(-c2nc3c(Br)c(N)c(Br)cc3o2)cc1	6
53	COc1ccc(C2CC(c3cccs3)=NN2C(=O)CSc2nc3ccccc3o2)cc1 (stereo not drawn)	-4
54	CCC1CCCCN1S(=O)(=O)c1ccc(S(=O)(=O)N(Cc2cccs2)C2CC2)cc1 (stereo not drawn)	-9
55	Cc1cc(=O)n2c3c(sc2n1)C(=O)N(Cc1ccccc1)C3=O	-8
56	COc1ccccc1OCCNC(=O)c1ccc(S(=O)(=O)N(C)C)cc1	-1
57	COc1ccccc1CC(=O)NCc1ccc2c(c1)OCO2	-3
58	O=C(C1CCCN(S(=O)(=O)c2cccc3nonc23)C1)N1CCN(c2ccccc2F)CC1 (stereo not drawn)	-11
59	COC(C)(C)c1cc(C(C)(C)C)nc(N)n1	1
60	Cc1c(N=Cc2ccc(Br)cc2)c(=O)n(-c2ccccc2)n1C	8
61	CCOC(=O)c1c(-c2ccc(Br)cc2)csc1NC(=O)C#Cc1ccccc1	-3
62	CCCCNC(=O)NC1CCS(=O)(=O)C1 (stereo not drawn)	-15
63	Cc1ccc(N=C(O)c2n[nH]n(-c3ccc(C)cc3)c2=O)cc1	-6
64	CCN(CC)CCCNC(=O)C1c2ccccc2Oc2ccccc21	0&5
65	Cc1oc(-c2cccc(Cl)c2)nc1CN1CCC(C(=O)N2CCN(c3ccccc3F)CC2)CC1	-8
66	O=C(NCCc1ccccc1)c1cccn2c(=O)c3sccc3nc12	-8
67	Cc1ccc(S(=O)(=O)N=S(Cc2ccccc2)CC2CC2(Cl)Cl)cc1 (stereo not drawn)	-4
68	CCOc1cc2c(cc1OCC)C(C(=O)O)C(c1ccc(OC)c(Br)c1)N(C)C2=O (stereo not drawn)	0
69	CN1/C(=C\C(=O)c2ccco2)c2ccccc2CC1(C)C	-2
70	COC(=O)C(NC(=O)C(c1ccccc1)c1ccccc1)C12CC3CC(CC(C3)C1)C2 (stereo not drawn)	6
71	COC(=O)c1ccccc1NC(=O)c1cc2sccc2n1C	-6
72	CCCOc1ccc(C2NC(=O)NC(C)=C2C(=O)OC2CCCCC2)cc1 (stereo not drawn)	-4

2 entries drawn at random from those above, as already listed:
no.	SMILES	14-3-3g Raf
67	Cc1ccc(S(=O)(=O)N=S(Cc2ccccc2)CC2CC2(Cl)Cl)cc1 (stereo not drawn)	-4
44	Clc1ccc2nc(CN3CCCCC3)cn2c1	0

Remaining list, next part:
no.	SMILES	14-3-3g Raf
73	O=S(=O)(c1cccs1)N1CCOCC1	-13
74	CC(=O)Oc1ccc2oc(=O)sc2c1	-2
75	O=C(Cn1cc(C(F)(F)F)ccc1=O)N1CCN(S(=O)(=O)c2ccc(Cl)cc2)CC1	-1
76	COc1ccc(OC)c(C2C(C(=O)Nc3nc4ccccc4s3)=C(C)NC3=C2C(=O)CCC3)c1 (stereo not drawn)	-13
77	CC(C(=O)Nc1ccccc1C#N)N1C(=O)c2ccccc2C1=O (stereo not drawn)	6
78	CC(=O)OCCNc1cc(SC2=NCCS2)c2nonc2c1[N+](=O)[O-]	-3
79	O=C(c1ccc(Sc2ccc(Br)cc2)c([N+](=O)[O-])c1)N1CCCCCC1	-6
80	O=C(NC1CC2CCC1C2)C1CCN(S(=O)(=O)c2ccc(-c3nn[nH]n3)cc2)CC1 (stereo not drawn)	-2
81	O=C(Nc1cc([N+](=O)[O-])cc2c1C=Cc1ccccc1O2)c1cccs1	-8
82	CC(C)CCn1nnnc1C(c1ccc(F)cc1)N1CCC(C(N)=O)CC1 (stereo not drawn)	1
83	CC1CCN(CCCNC(=O)COc2cc(=O)n(C)c3ccccc23)CC1	5
84	COC(=O)c1cccc(Nc2cc(C)nc3ccc(C(=O)OC)cc23)c1	-142
85	O=C(COC(=O)c1cc(-c2ccccc2)nc2ccccc12)c1ccc(Br)cc1	8
86	COc1cc(NC2OC(=O)c3ccccc32)c(OC)cc1Cl (stereo not drawn)	9
87	Cc1c(C(=O)OCCOC(C)C)[nH]c2c1C(=O)CC(c1ccco1)C2 (stereo not drawn)	0
88	O=C1CC(N2CCN(c3ccc([N+](=O)[O-])cc3)CC2)C(=O)N1c1ccc(F)cc1 (stereo not drawn)	-10
89	CCCCc1nc(SCC(=O)Nc2nc3c(s2)CCCC3)n[nH]1	-26
90	Cc1c(C(=O)NC(C)c2ccccc2)oc2ccc(S(=O)(=O)N3CCCC3)cc12 (stereo not drawn)	1
91	Cc1cccc(N(CC(=O)O)S(=O)(=O)c2ccccc2)c1	9
92	COc1ccc(OC)c(N(CC(=O)Nc2ccc(C)cc2)S(=O)(=O)c2ccccc2)c1	-6
93	Cc1nc2sccn2c1-c1csc(Nc2ccc(N(C)C)cc2)n1	3
94	O=C(CSc1nc2ccccc2c2nc(CCc3c[nH]c4ccccc34)nn12)c1ccccc1	-11
95	CCOc1cccc(-c2nc3ccc(Br)cc3c(=O)o2)c1	-8
96	COC(=O)C1(C(F)(F)F)C2C=CC(C2)N1S(=O)(=O)c1ccccc1 (stereo not drawn)	-5
97	O=C(CCc1ccccc1)N1N=C(C(F)(F)F)CC1(O)c1ccc(F)cc1 (stereo not drawn)	-8
98	O=C(Nc1cccc(C(F)(F)F)c1)c1cc2ccccc2o1	-14
99	COc1ccc(-n2c3c(c(=O)[nH]c2=O)C(NC(=O)c2ccc(F)cc2)(C(F)(F)F)C(=O)N3)cc1 (stereo not drawn)	5
100	Cc1cc(C)c(NC(=O)c2c(C)cc(Cl)nc2Cl)c(C)c1	0
101	Cc1cc(C)nc(NS(=O)(=O)c2ccc(NC(=O)N3c4ccccc4Sc4ccccc43)cc2)n1	-3
102	CCOC(=O)c1cnc2ccc(C)cc2c1NCCN1CCOCC1	1
103	COc1ccc(S(=O)(=O)Nc2ccc(CC#N)cc2)cc1	-1
104	COc1ccc(CCn2c(SCc3cc(=O)n4ccccc4n3)nc3ccsc3c2=O)cc1OC	-3
105	Cc1ccccc1NC(=O)CN(C)S(=O)(=O)c1ccc(Br)s1	-2
106	O=C(NC1CCCC1)C(c1cc2c(cc1[N+](=O)[O-])OCO2)N1CCN(c2ccccc2)CC1 (stereo not drawn)	-27
107	COc1cccc(NC(=O)CN(c2cccc(C)c2C)S(=O)(=O)c2ccccc2)c1	-17
108	Cn1c(=O)c2c(nc(SCC(=O)NCC3CCCO3)n2C)n(C)c1=O (stereo not drawn)	-3
109	Cc1ccc(-n2nc3c(c2NC(=O)c2ccc(OC(C)C)cc2)CSC3)c(C)c1	1
110	Cc1ccc(N(CC(=O)Nc2ccc(S(=O)(=O)N3CCCCC3)cc2)S(=O)(=O)c2ccc(F)cc2)cc1	-2
111	NC(=O)CSc1nc(O)cc(=O)n1-c1ccccc1	-17
112	Cn1c(=O)c2c(nc(NCCCN3CCOCC3)n2Cc2ccc(Cl)cc2Cl)n(C)c1=O	-11
113	O=C(c1cn(CCOc2ccccc2F)c2ccc(Br)cc12)C(F)(F)F	5
114	Cc1ccc2nc3ccc(N4CCCC4)nn3c(=O)c2c1	-7
115	COc1cc(C2Nc3ccc4ccccc4c3C3=C2C(=O)CC(C)(C)C3)cc(Cl)c1OC (stereo not drawn)	-3
116	CCCCOc1ccccc1/C=c1/sc2nc(-c3oc4ccccc4c3C)nn2c1=O	-22
117	Cc1ccc(C=Cc2nc3ccccc3[nH]2)cc1	-12
118	CCN(CC)C(=O)CSc1nc2ccccc2c(=O)n1Cc1ccc2c(c1)OCO2	2
119	CN(C)CCNS(=O)(=O)c1ccc(Cl)cc1	6
120	CS(=O)(=O)N1CCN(c2ccc([N+](=O)[O-])c(N3CCc4ccccc4C3)c2)CC1	-23

Rewritten with each value named: entries from further up.
[76] COc1ccc(OC)c(C2C(C(=O)Nc3nc4ccccc4s3)=C(C)NC3=C2C(=O)CCC3)c1 (stereo not drawn)
  14-3-3g Raf: -13
[77] CC(C(=O)Nc1ccccc1C#N)N1C(=O)c2ccccc2C1=O (stereo not drawn)
  14-3-3g Raf: 6

(more compounds)
no.	SMILES	14-3-3g Raf
121	CC1CCc2[nH]nc(C(=O)O)c2C1 (stereo not drawn)	-4&-11
122	COc1cc(SC)ccc1C(=O)Nc1ccccc1C#N	-6
123	O=C(O)c1cc(NC(=O)c2ccc(N3C(=O)c4ccc([N+](=O)[O-])cc4C3=O)cc2)cc(C(=O)O)c1	-4
124	COc1ccc(CNC(=O)c2cnn3c(C)c(Cc4ccccc4F)c(C)nc23)cc1	-22
125	COc1cccc(-n2c(=O)c3sccc3n(CC(N)=O)c2=O)c1	-11

Look-ups from above:
cpd 123 @ 14-3-3g Raf: -4
cpd 125 @ 14-3-3g Raf: -11

This is a subset, so the mix of outcomes need not match the whole.
